14-3-3g Raf = modulators of 14-3-3 gamma protein binding, primary screen, biochemical, fluorescence polarization; hit rate 0.19% among 160,000; FP, 14-3-3gamma / TMR-pS259-Raf peptide binding; 14-3-3 protein gamma (Homo sapiens), P61981; inhibition, % at 40 µM; in the data active = inhibition above about 30%;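 note: 0% = protein plus tracer without compound and 100% = blank with tracer alone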
Target sequence (P61981 whole entry, looked up): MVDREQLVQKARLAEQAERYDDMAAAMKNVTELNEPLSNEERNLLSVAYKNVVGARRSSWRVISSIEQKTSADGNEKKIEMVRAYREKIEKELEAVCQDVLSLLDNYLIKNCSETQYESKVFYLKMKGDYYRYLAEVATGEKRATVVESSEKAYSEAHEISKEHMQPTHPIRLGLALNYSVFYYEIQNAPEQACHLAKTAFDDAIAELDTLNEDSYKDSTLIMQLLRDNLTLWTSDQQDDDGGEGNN
The depositor's hits bear a star; & = joins results of further samples. These rows are one share of the data; the hit share may differ from the screen's.

The opening 2 records, to show the layout:
SMILES	14-3-3g Raf
CC(=O)NC(CCS(C)(=O)=O)C(=O)Nc1nccs1 (centres undefined)	-2.1
CCCCn1nnc(NC(=O)c2cc3ccccc3o2)n1	-5.5

All compounds of this part, from the start:
SMILES	14-3-3g Raf
CC(=O)NC(CCS(C)(=O)=O)C(=O)Nc1nccs1 (centres undefined)	-2.1
CCCCn1nnc(NC(=O)c2cc3ccccc3o2)n1	-5.5
O=[N+]([O-])c1ccc(SCCSc2ccc([N+](=O)[O-])cc2)cc1	14.8
O=C(CCCC(=O)N(CC(=O)NC1CCCC1)Cc1ccccc1)Nc1ccccn1	-2.0
O=C1c2ccc(S(=O)(=O)c3ccc4c(c3)C(=O)N(CCO)C4=O)cc2C(=O)N1CCO	-8.3
Cc1ccccc1C(=O)Nc1sc2c(c1C(=O)N(C)C)CCC2	1.6
COc1ccc(Cn2nnnc2C(c2cc3ccc(OC)cc3[nH]c2=O)N2CCCCCC2)cc1 (centres undefined)	-6.0
O=C(O)C1Cc2c([nH]c3ccccc23)C(c2c(O)ccc3ccccc23)N1 (centres undefined)	-8.7
CCOc1cc(C2C3=C(CCCC3=O)Nc3nc(-c4ccccc4)nn32)ccc1OCc1ccccc1 (centres undefined)	-4.6
CCOC(=O)/C=C1\NC(=O)CS1	-1.4
CCCn1c(CN2CCOCC2)nc2c1c(=O)n(C)c(=O)n2C	-0.1
Cc1ccc(Nc2nc(N)nc(CSc3nnc(-c4ccncc4)o3)n2)cc1	-13.6
COc1ccccc1OCC(O)CN1C(=O)NC(C)(C)C1=O (centres undefined)	-3.7
Cn1c(=O)oc2cc(S(=O)(=O)N3CCCC(C(=O)NCc4cccs4)C3)ccc21 (centres undefined)	0.3
CCS(=O)(=O)N1CCC(C(=O)NC2CCCCCCC2)CC1	5.3
C=CCn1c(N)c(C(=O)NC2CCCCC2)sc1=S	-7.8
O=S(=O)(NCC1CCCO1)c1ccc(Cl)c(C(F)(F)F)c1 (centres undefined)	-1.5
O=C(NCC1CCCCC1)c1ccco1	-2.5
O=C(O)CSc1c[nH]c2ccccc12	4.2
O=C1CSC(c2cc3c(cc2[N+](=O)[O-])OCO3)N1c1ccc(Oc2ccc(Cl)cc2)cc1 (centres undefined)	10.7
COCCN(CCOC)c1nc(-c2ccccc2)nc2ccccc12	3.1
CCCC(=O)Oc1ccc2c(=O)c(Oc3ccc(OC)cc3)coc2c1	-11.5
Cc1[nH]n(C(N)=S)c(=O)c1C(c1ccccc1)C(C#N)C#N (centres undefined)	-3.9
CCS(=O)(=O)NC(C)C(c1cccs1)N1CCN(C)CC1 (centres undefined)	-2.3

4 entries from above, arranged by SMILES length, high to low.
SMILES	14-3-3g Raf
Cn1c(=O)oc2cc(S(=O)(=O)N3CCCC(C(=O)NCc4cccs4)C3)ccc21 (centres undefined)	0.3
Cc1[nH]n(C(N)=S)c(=O)c1C(c1ccccc1)C(C#N)C#N (centres undefined)	-3.9
O=S(=O)(NCC1CCCO1)c1ccc(Cl)c(C(F)(F)F)c1 (centres undefined)	-1.5
O=C(O)CSc1c[nH]c2ccccc12	4.2

Additional compounds.
SMILES	14-3-3g Raf
Cc1sc2nc(C3CC3)nc(SCC(=O)NCc3ccco3)c2c1C	-7.3
N#Cc1c(N=Cc2cc(Br)ccc2O)sc2c1CCC2	-62.9
COC(=O)c1ccc(-c2nc3ccc(C)cc3o2)cc1	-9.1&-6.0
O=S(=O)(c1cnc[nH]1)N1CCCCCC1	-7.0
CCOC(=O)C1CCCN(C(=O)c2cnn3c(C(F)(F)F)cc(-c4ccccc4)nc23)C1 (centres undefined)	-12.2
CCCCOc1ccc(-c2nnc3n2N=C(c2ccc([N+](=O)[O-])cc2)CS3)cc1	-1.1
Cc1ccc(CNC(=O)CSc2nc3ccsc3c(=O)n2Cc2ccccn2)cc1	-2.8
O=C(NCCc1ccccc1)c1ccc(C(F)(F)F)cc1	2.0
COc1ccc(CCNC(=O)C2CCN(S(=O)(=O)c3cccnc3)CC2)cc1OC	-0.3
O=C(Nc1sc2c(c1C(=O)N1CCOCC1)CCCCC2)c1ccco1	0.1
COCC(=O)Nc1ccc(-c2cn3cccnc3n2)cc1	-1.2
CCC(C)NC(=O)CN1C(=O)CSc2ccccc21 (centres undefined)	4.3
CCCn1c(SCC(=O)NCc2cccs2)nc2c1c(=O)n(C)c(=O)n2C	-9.2
CCC(=O)N1CCc2cc(S(=O)(=O)NCCN3CCC(C)CC3)ccc21	-2.0&-4.2
COc1ccc(Cl)cc1-n1c(C)nc2cc(C(=O)NCCc3ccccc3)ccc21	-15.6
COC(=O)CSC1=NS(=O)(=O)c2ccccc21	-1.6
CC(C)Sc1nnc2n(CCc3ccccc3)c(=O)c3c4c(sc3n12)COC(C)(C)C4	-5.8
COC(=O)C1=C(C)N(C)C(C)=C(C(=O)OC)C1c1cc([N+](=O)[O-])ccc1Cl	-6.8
Cc1nnc2sc(-c3ccncc3)nn12	-1.7
CC1=C(C(=O)Nc2cc(Cl)ccc2C)C(c2cccs2)NC(=O)N1 (centres undefined)	-2.9
Cc1ccc2c(c1)N(CCCC(=O)NCCC1=CCCCC1)C(=O)CO2	-4.2
O=C(c1ccc2c(=O)n(-c3cccc(C(F)(F)F)c3)c(=S)[nH]c2c1)N1CCc2ccccc2C1	-3.0
O=C(Oc1ccccc1)c1ccc2nccnc2c1	-5.9
CCn1c(COc2cccc(C)c2)nnc1SCC(=O)Nc1cccc(C(=O)O)c1	2.4
CC(=O)Oc1ccc2c3c(ccc(C(C)=O)c13)CC2	-6.2
Cc1ccccc1-n1nc(C(=O)O)cc1-c1ccccc1	-11.7
COC(=O)C1=CN(Cc2ccc(F)cc2)C=C(C(=O)OC)C1c1ccc(O)c(OC)c1	-6.1
CCOc1ccc(NC(=O)Cn2c(=O)n(Cc3ccc4c(c3)OCO4)c(=O)c3ccccc32)cc1	-5.0
COc1ccc(NC(=O)c2oc3ccccc3c2NC(=O)C(C)(C)C)cc1	-0.4
O=C(c1ccc(SCc2cccnc2)c([N+](=O)[O-])c1)N1CCc2ccccc2C1	-14.3
CCCCOC(=O)c1c(C)oc2ccc(NS(=O)(=O)c3ccc(C(C)(C)C)cc3)cc12	1.1
Cc1ccc(N(C(C)C(=O)Nc2ccc(S(=O)(=O)N3CCOCC3)cc2)S(C)(=O)=O)cc1C (centres undefined)	6.1
COCc1cc(=O)[nH]c(/N=C(\N)Nc2ccc(C)cc2)n1	5.0
O=C1CCCC(=O)N1c1ccc(N2CCC(C(O)(c3ccccc3)c3ccccc3)CC2)c([N+](=O)[O-])c1	-2.8
CCc1sc(-c2cc3ccc(OC(C)=O)cc3oc2=O)nc1-c1ccc(C)cc1C	-55.4
COc1ccc(-c2ccc(=O)n(CC(=O)Nc3cccc(SC)c3)n2)cc1	-10.0
CCOc1ccc2c(c1)sc(=NC(=O)c1ccc(S(=O)(=O)N3CC(C)CC(C)C3)cc1)n2C (centres undefined)	2.2
CCn1c(CSc2nnc(C)n2-c2ccccc2)nc2cc(S(=O)(=O)N(C)C)ccc21	-8.3
Cc1ccc(CNC(=O)CN(C)S(=O)(=O)c2ccc(Br)s2)cc1	1.9
Cc1ccc(CNS(=O)(=O)c2cccc3nsnc23)cc1	-5.5
O=C(CCC(=O)c1cccs1)OCc1nnc(-c2ccccc2)o1	-4.5
CC(=O)c1ccc2c(c1)C1C=CCC1C(c1ccc(Br)cc1)N2 (centres undefined)	-100.0
COc1ccc(-c2c(C#N)c(N)n3c(nc4ccccc43)c2C#N)c(OC)c1	-223.1
COC(=O)C1=C(C(=O)OC)SC2(S1)C(C(=O)OC)=C(C(=O)OC)SC1=C2c2ccc(OC)cc2NC1(C)C	-9.0
COC(=O)c1cc(N)c(Cl)s1	-14.1
Cc1cc(OCC(=O)Nc2ccc(C(=O)Nc3cccc4ccccc34)cc2)cc(C)c1Cl	-8.9
CCCS(=O)(=O)N1CCC(C(=O)NCCN2CCCC2)CC1	-5.2
O=C(Nc1ccccc1C(F)(F)F)c1ccc(SCC(=O)N2CCOCC2)c([N+](=O)[O-])c1	-5.5
Cc1cc(C(=O)CSc2nnc(-c3cccnc3)n2-c2ccccc2F)c(C)n1C	-9.1
O=C(NCc1ccncc1)C(=O)Nc1ccccc1	6.0
CCC(C)(C(=O)NC1CCCCC1)N(Cc1cccs1)C(=O)c1ccc2c(c1)OCO2 (centres undefined)	-38.2
CCc1ccccc1NC(=O)c1ccc(F)c(S(=O)(=O)NCc2ccccc2Cl)c1	-4.1
O=C(CCn1c(=S)[nH]c2ccccc2c1=O)NCCCN1CCOCC1	-2.8
CCOc1ccc(C2Nc3ccccc3NC3=C2C(=O)CC(c2ccccc2)C3)cc1 (centres undefined)	-3.0
O=C(O)c1cccc(N2C(=O)C3CC=CCC3C2=O)c1 (centres undefined)	-12.1
CC(C(=O)Nc1ccc(C(=O)O)cc1)N1C(=O)c2ccccc2C1=O (centres undefined)	-1.0
Oc1ccccc1C1=Nc2ccccc2N=C(c2cccc(Br)c2)C1	-5.6
COc1cccc(C(=O)Nc2c3c(nn2-c2cccc(C)c2C)CS(=O)(=O)C3)c1OC	1.2&-7.5
CC(=O)Nc1ccc(NCC(O)COc2ccccc2)cc1 (centres undefined)	-5.9
COc1ccc(OC)c(CN2CCCC(C(=O)N3CCCCC3)C2)c1 (centres undefined)	-13.8&-5.2

More entries follow.
SMILES	14-3-3g Raf
COC(=O)CN1C(=O)C(O)(CC(=O)c2ccc(C)o2)c2ccccc21 (centres undefined)	0.6
O=C(c1ccc2c(=O)n(C3CCCCC3)c(SCc3cccc(Cl)c3)nc2c1)N1CCOCC1	0.4
CCCCCc1nc2c(=O)[nH]c3ccccc3c2o1	-1.1
O=C(NCc1cccs1)C1CCCN(c2ncccn2)C1 (centres undefined)	-2.0
CCN(CC)S(=O)(=O)c1ccc2nc(NC(=O)c3cccs3)sc2c1	-28.7
Cc1ccc(Oc2cc(C#N)c(C#N)cc2-n2nnc3ccccc32)cc1C	5.8
O=C(COc1ccccc1)Nc1ccc(NC(=O)c2ccco2)cc1	-0.1
O=C(Nc1ccc(NC(=O)c2ccc([N+](=O)[O-])cc2)c(-c2nc3ccccc3s2)c1)c1ccc([N+](=O)[O-])cc1	0.7
CCN(CC)S(=O)(=O)c1cccc(C(=O)Nc2sc3c(c2C#N)CCCC3)c1	-25.0
CCCn1nc(C(=O)NCc2ccccn2)c2ccccc2c1=O	-5.0
O=C(c1ccc(-c2ccccc2)cc1)N1CCN(c2nc3ccccc3o2)CC1	2.3
COc1ccc(OC)c(C2C(C#N)=C(N)Oc3cc(C)n(Cc4ccccn4)c(=O)c32)c1 (centres undefined)	-5.5
CCCS(=O)(=O)N1CCCC(C(=O)NCCOC)C1 (centres undefined)	-9.5
CCOc1cc2c(cc1OCC)C1C(C(=O)Nc3cc(C)ccn3)c3ccccc3C(=O)N1CC2 (centres undefined)	-2.0
COc1ccc(Cl)cc1NC(=O)CSc1cc(=O)n(C)c2cc(Cl)ccc12	4.7
Cc1cc(-c2ccccc2)nc2[n+]1CCN2C	0.7
CCN(CC)C(=O)CSc1nc2ccccc2c(=O)n1OC	-3.1
O=C(CSc1nc2ccccc2o1)Nc1ccc(N2CCOCC2)cc1	-8.0
O=C(CSc1ccc(-c2ccccc2)nn1)N1CCOCC1	-13.7
CCOc1ccc(NC(=O)c2c(NC(=O)c3cccc(C)c3)sc3c2CCC3)cc1	-18.0
O=C(CSc1nnc(-c2cccs2)o1)N1CCCc2ccccc21	-13.8
O=c1cc(-c2ccccc2)c2ccc(O)c(CN3CCCCC3)c2o1	-5.9
CC1(C(=O)NC2CCCCC2)CCC(=O)N1Cc1cccs1 (centres undefined)	6.9
CC1(C)Oc2ccc(C(=O)N3CCOCC3)cc2N(CC(=O)N2CCOCC2)C1=O	-0.3
Cc1ccc(CSC2=Nc3ccccc3C3=NC(CCC(=O)NCc4ccc5c(c4)OCO5)C(=O)N23)c(C)c1 (centres undefined)	-8.3
O=C(NCCO)c1cccc(S(=O)(=O)N2CCCCC2)c1	-7.0
CC1CC(C)(C)NC(=S)N1CCCC(=O)N1CCc2ccccc2C1 (centres undefined)	17.0
COC(=O)c1nnn(CC(=O)Nc2ccccc2F)c1C(=O)OC	-5.8
Cc1cccc(Nc2ncnc3nc[nH]c23)c1C	-1.6
O=C(N1CCOCC1)N(CCN1CCOCC1)Cc1cccc(Cl)c1	-13.4
O=C(Cc1cccs1)Nc1cccc(-c2nc3cc4ccccc4cc3[nH]2)c1	-1.9
CCOC(=O)C1CCN(C(=O)CS(=O)Cc2nc(-c3ccc(C)cc3)oc2C)CC1 (centres undefined)	4.6
O=c1c2ccccc2n(Cc2cccc(Cl)c2)c(=O)n1C1CCCC1	-1.0
CCn1c(SCC(=O)N2c3ccccc3Sc3ccccc32)nc2c1c(=O)n(C)c(=O)n2C	-7.7
COc1ccc(C(CNC(=O)c2cc(=O)[nH]c3ccccc23)N2CCCC2)cc1 (centres undefined)	-4.2
CCOC(=O)C1=C(C)N(CCO)C(=O)NC1c1cccc(O)c1 (centres undefined)	-5.5&9.8
CCOC(=O)c1c(NC(=O)Cc2ccc(Cl)cc2)sc(C(=O)N(C)C)c1C	-5.8
CCC(=O)N1CCc2cc(Br)cc(S(=O)(=O)Nc3ccc(CC)cc3)c21	-4.2
COC(=O)C1=CN(CC2CCCO2)C=C(C(=O)OC)C1c1ccc(O)c(OC)c1 (centres undefined)	-2.2
CCOc1ccc(NC(=O)N(C2CCCCC2)C(C)c2cccnc2)cc1 (centres undefined)	-384.9
Cc1ccc([N+](=O)[O-])cc1NC(=O)c1ccc(Cl)c(S(=O)(=O)N2CCOCC2)c1	-0.3
CC(C)NC[C@@H](O)c1ccc(O)c(O)c1	2.8
O=C(Nc1ccc(S(=O)(=O)Nc2nccs2)cc1)C1COc2ccccc2O1 (centres undefined)	7.7
COc1ccc(-c2cc(C(F)(F)F)n3nc(C(=O)Nc4cccc(C(F)(F)F)c4)c(Br)c3n2)cc1	-10.7
O=C(CN1CCN(Cc2ccccc2Cl)C1=O)NCC1CCCO1 (centres undefined)	1.1&1.4

Retrieved by structure from the entries so far (4):
SMILES	14-3-3g Raf
CCOC(=O)C1=C(C)N(CCO)C(=O)NC1c1cccc(O)c1 (centres undefined)	-5.5&9.8
O=C(c1ccc2c(=O)n(-c3cccc(C(F)(F)F)c3)c(=S)[nH]c2c1)N1CCc2ccccc2C1	-3.0
O=[N+]([O-])c1ccc(SCCSc2ccc([N+](=O)[O-])cc2)cc1	14.8
O=C(c1ccc(SCc2cccnc2)c([N+](=O)[O-])c1)N1CCc2ccccc2C1	-14.3
